Assay outcomes from PubChem BioAssay.
TbPYK inhibitor: T. brucei pyruvate kinase inhibition; 410,000 tested, 0.12% active; TbPYK enzyme, Kinase-Glo Plus ATP luminescence, 45 min; Q57TT1; Potency, µM (series often up to 76.8 µM), for the others: at the highest dose activity, negative = inhibition, hits mostly inhibitors; further: potency means the concentration at half of the fitted maximal effect; on the % scale 0 is the no-effect control and ±100 the full control effect; nearly all actives have a fitted effect of over 50% in size
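Activity of T. brucei pyruvate kinase was followed by Kinase-Glo Plus luminescence after the enzyme reacted 45 min at room temperature with 130 uM ADP (final) and substrate. Test compounds were added before ADP at multiple concentrations.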
Shiga toxin inh: inhibitors of Shiga toxin in Vero cells | 290,000 tested, 9.2% active | Vero cells, Shiga toxin protein synthesis inhibition reporter | inhibition, % at 38.7 µM; in the data active means inhibition mostly above about 28%, no sharp cut-off; inactive means mostly below about 43%; further: 0% is about no effect
AMA1-RON2 inh: inhibitors of Plasmodium falciparum AMA1-RON2 interaction; AlphaScreen AMA1-biotinylated RON2 peptide binding; Potency, µM (top dose mostly 58.2 µM), for inactives: at the highest dose activity change, negative = inhibition, hits mostly inhibitors; 360,000 tested, 0.2% active; AID 720542;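 further: potency means the concentration at half of the fitted maximal effect; 0% = vehicle wells and -100% = peptide control; nearly all actives have a fitted effect of over 45% in size; some results filed as inactive show a strong effect at the top dose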
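AMA1 (3D7) with his tag at 25 nM final met compounds first, then biotinylated RON2 peptide at 25 nM; detection used donor plus acceptor beads, 10 µg/mL apiece, read by AlphaScreen after 30 min at room temperature.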
Pf growth 96h: inhibits malaria parasite growth, 96 h | P. falciparum luciferase reporter growth, 96 h | 320,000 tested, 6.9% active | Potency, µM (series often up to 28.7 µM), inactives show at the top dose activity change, negative = inhibition, most hits filed as inhibitors | AID 504834; further: potency means the concentration at half of the fitted maximal effect; on the % scale 0 is the no-effect control and ±100 the full control effect
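P. falciparum expressing integrated firefly luciferase grown in erythrocytes (2% hematocrit, 0.05% parasitemia final) with compounds for 96 hours at 37 C, 5% CO2. Growth inhibition read as loss of luminescence after adding luciferase detection reagent.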
Cycloheximide cs: counter-screen hit for Shiga toxin inhibitors, cycloheximide. max response, %. 300,000 tested, 12% active. cell reporter, cycloheximide protein synthesis inhibition counterscreen; in the data active means max response mostly above about 13%, no sharp cut-off; inactive means mostly below about 14%; further: read at 38.3 µM for the half of the compounds with a filed dose; 0% is about no effect
Pf growth 48h: P. falciparum growth inhibition at 48 hours (one generation); P. falciparum luciferase growth in erythrocytes, 48 h; 310,000 tested, 5.9% active; Potency, µM (top dose mostly 28.7 µM), for inactives: at the highest dose activity change, negative = inhibition, most hits filed as inhibitors; further: potency means the concentration at half of the fitted maximal effect; on the % scale 0 is the no-effect control and ±100 the full control effect
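Luminescence readout; reporter = integrated firefly luciferase in P. falciparum. RBC culture at 2% hematocrit, 0.1% parasitemia final, 37 C/5% CO2; decreased signal taken as growth inhibition.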
LmPK inhibitor: blocks Leishmania mexicana pyruvate kinase activity; Q27686; purified LmPK, Kinase-Glo ATP luminescence, 1 h; Potency, µM (top dose mostly 57.5 µM), for the others: at the top dose activity change, negative = inhibition, usual class: inhibitors; 290,000 tested, 0.37% active; AID 1721; further: potency means the concentration at half of the fitted maximal effect; on the % scale 0 is the no-effect control and ±100 the full control effect
Target sequence (Q27686 whole entry, looked up): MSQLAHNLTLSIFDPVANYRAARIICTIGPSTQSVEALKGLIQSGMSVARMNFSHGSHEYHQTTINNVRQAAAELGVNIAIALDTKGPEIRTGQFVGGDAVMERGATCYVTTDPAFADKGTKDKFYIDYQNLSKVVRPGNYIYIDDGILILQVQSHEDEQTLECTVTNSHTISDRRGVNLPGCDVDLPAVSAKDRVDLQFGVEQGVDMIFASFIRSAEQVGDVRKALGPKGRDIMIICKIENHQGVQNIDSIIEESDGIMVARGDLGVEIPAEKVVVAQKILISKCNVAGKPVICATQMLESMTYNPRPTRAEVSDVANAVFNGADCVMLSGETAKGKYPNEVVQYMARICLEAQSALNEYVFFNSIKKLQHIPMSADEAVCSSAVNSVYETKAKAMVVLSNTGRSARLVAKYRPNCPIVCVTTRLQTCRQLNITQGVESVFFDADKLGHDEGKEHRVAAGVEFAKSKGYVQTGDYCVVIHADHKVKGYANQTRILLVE
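ATP generated from ADP (0.1 mM) and PEP (0.5 mM) by 0.1 nM LmPK over 1 h at room temperature (pH 7.2 imidazole buffer) was detected by coupled luciferase luminescence. Values were normalized to uninhibited and no-enzyme wells.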
Starred values were filed as active, the others as inactive; ? = inconclusive; . = no result given; + = active, no number; & = joins results of further samples; [ ] = remark or other dose. Unless noted, the call rests on the fitted dose curve; in most records, active means well fitted curve in the direction sought with a large enough effect; inconclusive means small, poorly fitted or top-dose-only effect, or another doubt; inactive means no such curve, though single readings can be large; an effect the other way counts as inactive or inconclusive.

SMILES	TbPYK inhibitor	Shiga toxin inh	AMA1-RON2 inh	Pf growth 96h	Cycloheximide cs	Pf growth 48h	LmPK inhibitor
COc1cccc(CNC(=O)c2cccs2)c1	2%	16	11%	41%[activator]	7	36%[activator]	-1%
CCOC(=O)C1CCCN(C2CC(=O)N(c3ccccc3)C2=O)C1 (centres undefined)	-3%	-20	-3%	53%[activator]	4	5%	-2%
C=CCN1CCC23c4c5ccc(O)c4O[C@H]2C(=O)CC[C@@]3(O)C1C5 (some centres undefined)	-2%	.	.	-14%	.	-8%	.
Cc1ccc(-c2ccc(/C=N/NC(=O)CN3CCCC3)o2)cc1Cl	-8%	24	15%	216%[activator]	32	4%	-2%
CC(C)CNC(=O)c1cccc2c1-c1ccccc1C2=O	0%	-5	-7%	?	5	34%[activator]	3%
Oc1ccc(/C=N/NC(=S)Nc2cccnc2)cc1O	-2%	-30	78%[activator]	9%	1	37%[activator]	-3%
O=C(CC1C(=O)NCCN1Cc1ccc(-c2ccccc2)cc1)NCCCn1cccn1 (centres undefined)	0%	-15	2%	-8%	-3	-8%	2%
Cc1ccc(C(=O)Nc2ccon2)cc1S(=O)(=O)N1CCCC1	-2%	38	-12%	.	15	-20%	3%
COc1ccc(Cl)cc1NC(=S)Nc1ccc(Cl)cn1	0%	5	11%	34%[activator]	-2	-8%	-1%
c1cc(Nc2ncnc3sccc23)cc(-c2nnc3n2CCCCC3)c1	2%	16	-9%	?	13	?	2%
COc1ccccc1N1CCN(CC(=O)N2N=CCC2c2ccccc2)CC1 (centres undefined)	1%	-6	1%	?	2	-9%	0%
Cc1sc2ncn(CC(=O)NCCCC(=O)N(C)Cc3ccccc3)c(=O)c2c1C	-5%	-10	-6%	8%	0	15%	-5%

Profiles, quoted from the list. Order of values: TbPYK inhibitor, Shiga toxin inh, AMA1-RON2 inh, Pf growth 96h, Cycloheximide cs, Pf growth 48h, LmPK inhibitor
Record of COc1cccc(CNC(=O)c2cccs2)c1 → 2%, 16, 11%, 41%[activator], 7, 36%[activator], -1%
Record of COc1ccccc1N1CCN(CC(=O)N2N=CCC2c2ccccc2)CC1 (centres undefined) → 1%, -6, 1%, ?, 2, -9%, 0%
Record of c1cc(Nc2ncnc3sccc23)cc(-c2nnc3n2CCCCC3)c1 → 2%, 16, -9%, ?, 13, ?, 2%

(cont.)
SMILES	TbPYK inhibitor	Shiga toxin inh	AMA1-RON2 inh	Pf growth 96h	Cycloheximide cs	Pf growth 48h	LmPK inhibitor
COc1cc(SC)ccc1C(=O)N(C)Cc1ccccc1	3%	28	-7%	21%	22*	7%	0%
O=C(Cn1cnc(S(=O)(=O)N2CCCCC2)c1)NCc1ccco1	-2%	-13	17%	?	-6	17%	-11%
CCCC(=O)NC(c1ccc(N(C)C)cc1)c1ccc2cccnc2c1O (centres undefined)	1%	9	-88%	-22%	6	6.6µM*	7%
CSc1nc(Cl)cc(N(CCO)CCO)n1	0%	-1	17%	20%	5	26%	7%
CNC(=O)c1[nH]cnc1C(=O)Nc1cccc(OC)c1	-2%	31	40%[activator]	.	15	19%	-1%
Cc1ccc(N2CC(C(=O)OCc3nc(N)nc(Nc4ccccc4C)n3)CC2=O)cc1 (centres undefined)	1%	.	3%	3%	.	32%[activator]	.
CN(C)c1oc(-c2ccccc2Cl)nc1S(=O)(=O)c1ccccc1	2%	-6	-26%	6.6µM*	-6	.	7%
COc1ccc(NCc2ccc3c(c2)OCO3)cc1Cl	-4%	43*	-19%	.	22*	18%	4%
O=C(c1ccc(Cl)cc1)c1oc2ccccc2c1CS(=O)(=O)c1ccccc1	1%	10	11%	10µM*	13	-3%	0%
CC(=O)c1cccc(NC(=O)COC(=O)C2=COCCO2)c1	-8%	11	14%	11%	31	-3%	1%
CCOC(=O)CSc1nc2cc(C)ccc2cc1C#N	-7%	100*	65%[activator]	?	41*	154%[activator]	3%
COc1ccc(CCC(C)N2CCC(CO)(Cc3ccccc3)CC2)cc1 (centres undefined)	-9%	5	-1%	-80%	1	1%	2%
O=C(CSc1ncnc2[nH]ncc12)Nc1nc(-c2ccc(F)c(F)c2)cs1	1%	-7	27%	14%	0	-11%	3%
C/C(Cc1ccccc1)=N/NC(=O)CNC(=O)C(c1ccccc1)c1ccccc1	5%	-12	51%[activator]	36%[activator]	-2	1%	6%
CCOC(=O)c1ccc2c(c1)nc(SCC(=O)c1ccco1)n2CC	-29%	41	27%	34%[activator]	26	?	-2%
Cc1cc(C)n2nc(SCN3C(=O)c4ccccc4C3=O)nc2n1	-4%	-5	-10%	-20%	6	100%[activator]	-1%
Cc1cccc(C)c1NS(=O)(=O)c1cc2c3c(c1)CC(=O)N3CCC2	-16%	-12	8%	?	-4	9.3µM*	9%
CCOc1ncccc1C(=O)Nc1cccc(S(=O)(=O)NC2=NCCC2)c1	-1%	.	7%	-22%	.	0%	.
COCC(C)n1c(SCC(=O)N(C)C2CCS(=O)(=O)C2)nc2ccccc2c1=O (centres undefined)	-6%	2	16%	-3%	0	6%	-3%
CCCCCCCCCCNC(=O)C(=O)Nc1ccccn1	-12%	-22	-5%	.	-5	19%	7%
COc1ccc(N2C(=O)CC(N3CCN(c4cccc(Cl)c4)CC3)C2=O)cc1 (centres undefined)	0%	-6	7%	-30%	-3	29%	2%
COc1ccc(C(CC(=O)O)NC(=O)c2cc3cc(Br)ccc3oc2=O)cc1OC (centres undefined)	1%	-14	18%	14%	-6	3%	0%[11.5 µM]
O=C(O)CSc1nc2c(c(C(F)(F)F)n1)CCCC2	-5%&4%	-14&-12	-6%&-5%	38%&19%[activator]	-2&-1	20%&13%	-3%&1%
COc1ccc(-c2nnc(N(C)C(=O)C3CCCO3)s2)cc1 (centres undefined)	-17%	+	0%	-7%	26*	125%[activator]	0%
CCn1cc(/C=C(\NC(=O)c2ccccc2Cl)C(=O)N2CCN(C)CC2)c2ccccc21	-10%	-6	0%	-5%	-4	?	-7%
CS(=O)(=O)N(CC(=O)N1CCOCC1)c1ccc2c(c1)OCO2	5%	-17	3%	2%	-3	-10%	5%
COc1cccc(CNC(=O)Cc2csc(NC(=O)Nc3ccccc3OC)n2)c1	-10%	.	1%	?	.	?	.
C/C(=N/NC(=O)c1ccc(Cl)cc1Cl)c1cccnc1	7%	25	2%	-3%	29*	18%	-3%
CC(C)[C@H](NC(=O)c1ccccc1)C(=O)OCC(=O)N1CCc2ccccc2C1	3%	36	-3%	7%	6	12%	0%
O=C(O)c1cc(NC(=O)c2cccc(C(=O)Nc3cc(C(=O)O)cc(C(=O)O)c3)c2)cc(C(=O)O)c1	-16%	-1	-9%	?	7	17%	-26%
Fc1ccc(-c2ccc(CNCc3ccccn3)o2)cc1Cl	2%	3	-3%	0%	11	55%[activator]	-1%
Cc1cc(N/N=C/c2ccccc2)nc(NCc2ccccc2)n1	-3%	14	-11%	1.5µM*	24*	2.3µM*	-9%
Cc1ccc(-c2nc3ccccc3c(=O)o2)cc1	-4%	.	4%	-15%	23*	56%[activator]	-9%
Fc1cccc(Cl)c1-c1nnc2ccc(C(F)(F)F)cn12	-1%	3	-16%	8%	-2	12%	1%
CC(NC(=O)CN1CCN(Cc2cccc(F)c2)CC1)c1ccccc1 (centres undefined)	4%	-4	1%	?	-3	-1%	1%
Cc1ccc(NC(=O)Cc2nc(CCl)cs2)cc1	-11%	9	?	-2%	-3	2%	3%
Nc1ccc(S(=O)(=O)N2CCCC2C(=O)O)cc1 (centres undefined)	4%	8	-2%	17%	0	5%	0%
Cc1cc2oc(=O)cc(CN3CCCCC3C)c2cc1C(C)C (centres undefined)	1%	-5	-14%	?	-2	15µM*	0%
O=S(=O)(/C=C/c1ccccc1)NCCc1ccccn1	0%	20	12%	36%[activator]	10	9%	1%
CC(C)(C)NC(=O)CSc1nnc(-c2ccccn2)n1-c1ccccc1	-4%	-4	1%	-6%	-4	0%	2%
C/C(=N\NC(=O)c1ccccc1F)c1ccccn1	-16%	61*	30%[activator]	-25%	32*	-28%	-29%
CCNc1nc(NCC)n2c(SCC(=O)c3ccccc3Cl)nnc2n1	-4%	-4	13%	-20%	-1	-25%	-3%
COc1cccc(CN(C)CC(=O)NC(=O)NCc2ccccc2)c1	1%	-8	?	7%	-2	1%	-1%
COc1ccc(CNC(=O)C(c2ccccc2F)N(C(=O)c2csnn2)C2CC2)cc1 (centres undefined)	5%	19	-1%	?	3	-20%	1%
CCOC(=O)/C(C#N)=C1/C=C(C)NC(c2ccccc2O)=N1	-4%	-6	35%[activator]	15%	-4	?	2%
Cc1ccc(Cn2ncc3c(N4CCN(c5ccc(C)cc5)CC4)ncnc32)cc1	-6%	15	?	51%[activator]	-5	?	5%
COc1ccccc1Nc1ncnc2c1c(C)c(C)n2CCO	4%	61*	-9%	40%[activator]	42*	0%	2%
O=C(O)Cn1c(SC2CCCCC2)nc2ccccc21	1%	9	-1%	42%[activator]	11	22%	5%

3 compounds from above, showing only LmPK inhibitor and Shiga toxin inh:
SMILES,LmPK inhibitor,Shiga toxin inh
Cc1ccc(Cn2ncc3c(N4CCN(c5ccc(C)cc5)CC4)ncnc32)cc1,5%,15
COc1ccccc1Nc1ncnc2c1c(C)c(C)n2CCO,2%,61*
O=C(O)Cn1c(SC2CCCCC2)nc2ccccc21,5%,9

The listing continues:
SMILES	TbPYK inhibitor	Shiga toxin inh	AMA1-RON2 inh	Pf growth 96h	Cycloheximide cs	Pf growth 48h	LmPK inhibitor
Cc1cc2occ(CC(=O)N(C)CC(=O)Nc3ccccc3Cl)c2cc1C	1%	.	11%	9%	.	11%	.
COc1cc([N+](=O)[O-])ccc1NC(=O)/C=C/C(=O)O	6%	-13	2%	20%	5	-2%	4%
C1CCN(c2nc(N3CCCCC3)nc(N3CCNCC3)n2)CC1	-5%	56	1%	-23%	-3	22%	-5%
CCC(C)N1CCN(C(=O)Cc2ccccc2)CC1 (centres undefined)	-4%	-18	-17%	.	-4	13%	-2%
Cc1ccc(C(=O)O)cc1[N+](=O)[O-]	1%	.	0%	16%	.	18%	.
CS(=O)(=O)N1CCCC(C(=O)NCCc2ccc(Cl)cc2)C1 (centres undefined)	-6%	-3	22%	306%[activator]	5	-4%	2%
NC(=O)c1ccsc1NC(=O)COC(=O)COc1ccccc1[N+](=O)[O-]	3%	.	17%	24%	.	36%[activator]	.
COc1ccc(-c2cnc(SCC(=O)Nc3cc(C)on3)n2Cc2ccco2)cc1	5%	33	-29%	.	-6	?	6%
COc1cc(NC(=S)NC(C)=O)ccc1NC(=O)C(C)C	0%	61*	-5%	32%[activator]	25*	45%[activator]	4%
Cc1ccc(NC(=S)N/N=C2\CC(C)(C)Oc3ccc(O)cc32)cc1	-4%	-5	68%[activator]	208%[activator]	-2	?	-5%
N#Cc1ccccc1CSc1ncccc1C(=O)O	-4%	-5	-17%	-1%	-8	7%	1%
O=S1(=O)[C@H]2C[C@@H]3C=C[C@@]2(CN1Cc1ccccc1F)O3	-5%	-5	-2%	-5%	-3	1%	-3%
COC(=O)[C@H](Cc1c[nH]c2ccccc12)NC(=O)CCCc1c[nH]c2ccccc12	-6%	-6	-14%	?	2	0%	-8%
